Bioassay records: PubChem BioAssay, National Center for Advancing Translational Sciences (NCATS)
Epigenetic reg – Quantitative High-Throughput Screen for Regulators of Epigenetic Control; murine LDR cells, GFP reporter derepression, 30 h; Potency, µM (doses to about 53.9 µM), for the others: top-dose GFP activation, usual class: activators; 0.2% of 280,000 active; active means well fitted activation curve with a large enough effect; inconclusive means small, poorly fitted or top-dose-only effect; further: % of control where 0% means no effect; nearly all actives have a fitted effect of over 60% in size
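Murine LDR cells bearing a silenced CMV-driven GFP reporter were exposed to compound for 30 h at 37 C. After PBS washes, GFP-positive cells (20-120 um objects) counted by laser-scanning microplate cytometry.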
Numbers without * were called inactive; u = inconclusive. Potency means the concentration at half of the fitted maximal effect. The list is partial. The share of hits here may be higher or lower than overall.

| smiles | Epigenetic reg |
| --- | --- |
| COc1ccc(C(=O)NCC(c2ccc3c(c2)OCO3)N2CCOCC2)cc1 (centres undefined) | 4.8% |
| CCOC(=O)c1ccc2c(c1)[C@@H]1C=CC[C@@H]1[C@H](c1cccc(OC)c1OC)N2 | -0.1% |
| CC(C)CN(CCNC(=O)CCN1N=C(c2ccccc2)CCC1=O)CC(C)C | -1.1% |
| COc1ccc(/C=C/c2nc(C#N)c(NC3CCCCC3)o2)cc1OC | -0.1% |
| COc1ccccc1N1CCN(c2nc3ccc(C)cc3nc2-n2nc(C)cc2C)CC1 | 6.1% |
| COc1cc2c(C(=O)Nc3cc(OC)c(OC)c(OC)c3)cn(C)c(=O)c2cc1OC | 2.7% |
| Cc1ccc(Nc2nn3c(=O)c4cc5c(cc4nc3s2)OCO5)cc1Cl | -2.2% |
| Cc1ccc2c(CN3CCN(C(=O)c4ccc(Br)cc4)CC3)cc(=O)oc2c1 | 12% |
| CC(NC(=O)CSc1n[nH]c(-c2ccccc2)n1)c1nc2ccccc2n1C (centres undefined) | -1.3% |
| CC1CCCN(c2nc(-c3ccccc3O)nc3ccccc23)C1 (centres undefined) | 1.8% |
| Cc1ccc(Cn2c(=O)n(CCCCC(=O)NCc3ccc4c(c3)OCO4)c(=O)c3ccccc32)cc1 | -1.8% |
| CC(C)(C)OC(=O)N1CCC(c2c(C(=O)N3CCN(c4ccccc4F)CC3)cnn2C(C)(C)C)CC1 | -1.3% |
| COc1ccc2nc(N(Cc3cccnc3)C(=O)COc3ccccc3)sc2c1 | -0.6% |
| Cc1cc(C)c(/C=C/c2onc(C)c2S(=O)(=O)N2CCC(C(=O)N3CCN(c4ccccc4)CC3)CC2)c(C)c1 | -1.7% |
| COC(=O)c1ccc(C(=O)OC)c(NC(=O)c2c(-c3ccccc3)c(-c3ccccc3)nn(C)c2=O)c1 | 1.4% |
| CC(=O)c1cc(-c2ccccc2)n(CCC(=O)NC(C)c2ccccc2)c1C (centres undefined) | -1.1% |
| CCOC(=O)Cn1c(=O)n(CC2CCCO2)c2nc(-c3ccc(OC)cc3OC)nc(C(N)=O)c21 (centres undefined) | -1.7% |
| Cc1ccc(NC(=O)[C@H](CSCc2ccccc2)N2Cc3ccccc3C2=O)cc1 | 1.1% |
| Cc1ccc(NC(=O)CSc2nc(=O)n(CCN3CCOCC3)c3c2CCC3)c(C)c1 | 2.3% |
| COC(=O)c1c(NC(=O)c2ccc(OC)cc2OC)sc2c1CCCCC2 | 4.8% |
| CCOc1ccc(CCNC(=O)CCCc2nnc3n(C)c(=O)c4sccc4n23)cc1OCC | 0.2% |
| CCOC(=O)CSc1nc2ccc(NC(=O)COc3ccccc3)cc2s1 | 0.0% |
| COc1cc(C2CC(=O)Nc3c2c(=O)[nH]c2nc4ccccc4n32)ccc1O (centres undefined) | -1.1% |
| CC(=O)c1cccc(NC(=O)c2ccc3c(c2)CCN3S(=O)(=O)c2ccccc2)c1 | -1.5% |
| CCOc1ccc(-c2cc(NC(=O)Nc3ccccc3C(F)(F)F)c(C(=O)OC)s2)cc1 | -3.6% |

The last 5 compounds of the part before come first, to join the parts.
| smiles | Epigenetic reg |
| --- | --- |
| CCOc1ccc(CCNC(=O)CCCc2nnc3n(C)c(=O)c4sccc4n23)cc1OCC | 0.2% |
| CCOC(=O)CSc1nc2ccc(NC(=O)COc3ccccc3)cc2s1 | 0.0% |
| COc1cc(C2CC(=O)Nc3c2c(=O)[nH]c2nc4ccccc4n32)ccc1O (centres undefined) | -1.1% |
| CC(=O)c1cccc(NC(=O)c2ccc3c(c2)CCN3S(=O)(=O)c2ccccc2)c1 | -1.5% |
| CCOc1ccc(-c2cc(NC(=O)Nc3ccccc3C(F)(F)F)c(C(=O)OC)s2)cc1 | -3.6% |
| Cc1cccc(C(=O)Nc2cc(-c3ccccc3F)nn2-c2ccccc2)c1 | 5.8% |
| Cc1cc(Cl)ccc1NC(=O)C1CCN(c2nnc(-n3c(C)ccc3C)s2)CC1 | 14% |
| CC(C)(C)OC(=O)N1CCC(c2c(C(=O)NC3CCN(Cc4ccccc4)CC3)cnn2-c2ccc(F)cc2F)CC1 | -1.3% |
| Cc1ccc(Nc2nc(-c3ccccc3)nc3ccccc23)cc1 | 0.8% |
| O=C(NCCc1ccccc1)c1ccc2c(c1)N(Cc1ccc(Cl)cc1)C(=O)c1ccccc1S2(=O)=O | 0.0% |
| CCc1ccccc1NC(=O)c1cnc(N2CCCCC2)c2ccccc12 | 0.8% |
| O=C(Cn1nc(-c2ccc(Cl)cc2)ccc1=O)NCc1ccccc1Cl | 0.4% |
| O=C(Cn1ncc2c3ccccc3n(Cc3ccc(F)cc3)c2c1=O)NCCC1=CCCCC1 | -3.5% |
| Cc1cccc(N2CCN(C(c3ccccc3)c3nnc(-c4ccccc4Cl)o3)CC2)c1C (centres undefined) | -2.5% |
| O=C(Cn1cc(C(=O)c2ccco2)c2ccccc21)Nc1ccc(Br)cc1 | 11% |
| COc1ccc(CNC(=O)Cn2c(=O)c3cccn3c3ccccc32)cc1 | 0.0% |
| Clc1ccc(Nc2nc(-c3ccccc3)c3ccccc3n2)c(Cl)c1 | -1.6% |
| CCOc1ccc(CCNC(=O)c2cc3c(=O)[nH]c4ccc(C)cc4c3s2)cc1OCC | -1.7% |
| CCOc1ccc(N(CC)C(=O)CSc2n[nH]c(-c3ccccc3)n2)cc1 | -3.1% |
| Cc1ccc(N2C(=O)N(CC(=O)C(C)(C)C)c3ccccc3S2(=O)=O)cc1C | -2.9% |
| COc1cc(Cl)c(NC(=O)c2cc(CN3CCCC3)on2)c(OC)c1 | -0.2% |
| CCOc1ccc(-c2cc(C(=O)N3CCN(c4ccc(C)cc4)C(C)C3)c3ccccc3n2)cc1 (centres undefined) | 0.6% |
| COc1ccc(-n2nc(C(=O)Nc3ccc(Cl)cn3)c3c4ccccc4n(C)c3c2=O)cc1 | -3.3% |
| CCOc1ccc(CNCc2c(C(=O)O)c(C)n(Cc3cccc(OC)c3)c2C)cc1OC | -1.6% |
| CC(C)(C)C(=O)Nc1cccc(-c2cn3cccnc3n2)c1 | 0.0% |
| O=C(Oc1ccccc1Cl)c1cc(-c2ccc3c(c2)OCCO3)on1 | -2.4% |
| CCn1c2ccccc2c2nnc(N3CCN(c4ccc(F)cc4)CC3)nc21 | 5.6% |
| CCc1cccc2c(-c3ccccc3)nc(SCC(=O)Nc3ccc(OC)cc3)nc12 | 3.9% |
| Cc1ccc(OCCSc2nc3ccccc3n2CCC(=O)O)cc1C | 1.1% |
| CCCCN(C)CCNC(=O)C1CCCN(S(=O)(=O)c2cccc3nsnc23)C1 (centres undefined) | -3.7% |

Taken from above for reference:
| smiles | Epigenetic reg |
| --- | --- |
| CC(C)(C)C(=O)Nc1cccc(-c2cn3cccnc3n2)c1 | 0.0% |
| O=C(Oc1ccccc1Cl)c1cc(-c2ccc3c(c2)OCCO3)on1 | -2.4% |
| CCn1c2ccccc2c2nnc(N3CCN(c4ccc(F)cc4)CC3)nc21 | 5.6% |
| CCc1cccc2c(-c3ccccc3)nc(SCC(=O)Nc3ccc(OC)cc3)nc12 | 3.9% |
| Cc1ccc(OCCSc2nc3ccccc3n2CCC(=O)O)cc1C | 1.1% |
| CCCCN(C)CCNC(=O)C1CCCN(S(=O)(=O)c2cccc3nsnc23)C1 (centres undefined) | -3.7% |

Additional results.
| smiles | Epigenetic reg |
| --- | --- |
| COc1cccc(Cc2nc3ccccc3nc2SCC(=O)NCCc2ccccc2)c1 | -0.1% |
| CCOC(=O)c1c(NC(=O)CSc2cn(CCNC(=O)c3ccc(OC)cc3)c3ccccc23)sc2c1CCCC2 | 0.0% |
| CCCCN(CC)C(=O)CCNS(=O)(=O)c1ccc2c(c1)c(=O)n(C)c(=O)n2C | 2.4% |
| Cc1ccc(S(=O)(=O)NCCc2nnc3ccc(SCC(=O)Nc4ccc(OC(F)(F)F)cc4)nn23)cc1 | -0.4% |
| COc1ccccc1Cc1nc2ccccc2nc1SCC(=O)NCc1ccc(C)cc1 | 6.4% |
| COc1ccc(-n2nc(C(=O)NCCc3ccc(OC)c(OC)c3)c3c4ccccc4n(C)c3c2=O)cc1Cl | 0.5% |
| CC(=O)N1CCc2nc3sc(C(=O)c4ccc(F)cc4)c(N)c3c(C(F)(F)F)c2C1 | u |
| COc1ccccc1CCNC(=O)C1(c2cccs2)CCOCC1 | 2.9% |
| O=C(c1ccc(F)cc1)N1CCN(CCc2ccncc2)CC1 | -3.2% |
| CC1CCCCN1c1csc2ccc(F)cc2c1=O (centres undefined) | 3.4% |
| CCOc1ccc(NC(=O)c2cnc(N3CCCC3)nc2C)cc1 | -3.0% |
| O=C(Nc1cccc(C(F)(F)F)c1)C1CCCN1S(=O)(=O)c1cccc2nsnc12 (centres undefined) | -1.1% |
| CC(=O)c1cccc(NC(=O)CCS(=O)(=O)c2cc(Br)cc3c2N(C(=O)C2CC2)CC3)c1 | 6.3% |
| CCC(CC)C(=O)N1c2ccccc2C(C)(c2ccccc2)CC1(C)C (centres undefined) | -1.6% |
| CC(=O)c1cc(-c2ccc(F)cc2)n(CCC(=O)NCc2ccc(C)cc2)c1C | -1.1% |
| CCc1ccc(-c2nc(SCC(=O)NCC3CCCO3)c(-c3ccc(C)cc3)[nH]2)cc1 (centres undefined) | 4.4% |
| CCOC(=O)c1cccc(NC(=O)N2CC(CC)Sc3ccccc32)c1 (centres undefined) | 0.8% |
| CCCCOc1ccccc1C(=O)N(Cc1ccc(C)o1)C1CCS(=O)(=O)C1 (centres undefined) | 5.6% |
| O=C(Nc1cc(Cl)cc(Cl)c1)c1ccc(F)c(S(=O)(=O)NC2CCCCC2)c1 | 7.1% |
| COc1cccc(CNC(=O)c2ccc3c(=O)n4nc(Nc5ccccc5)sc4nc3c2)c1 | 3.4% |
| Cc1ccc(NC(=O)C2(C)Cc3ccccc3C(=O)O2)c(C)c1 (centres undefined) | -3.2% |
| O=C(CCCCn1c(=O)c2ccccc2n(CC(=O)Nc2ccc(F)cc2F)c1=O)NCc1ccccc1Cl | -1.8% |
| CCOC(=O)c1ccc(Nc2c(-c3cccc(O)c3)nc3nc[nH]n23)cc1 | 7.8% |
| Cc1cn2c(=O)c(S(=O)(=O)Nc3ccc(N4CCOCC4)cc3)c(C)nc2s1 | 13% |
| CC(C)CCNC(=O)c1ccc2c(c1)NC(=O)C(CS(=O)(=O)Cc1cccc(Br)c1)N2 (centres undefined) | u |
| CCOc1ccccc1N1CC(c2nc3ccccc3n2CCCOc2ccccc2OC)CC1=O (centres undefined) | -3.7% |
| COc1ccc(S(=O)(=O)c2c(Nc3c(C)cccc3C)sc(C(=O)c3ccc4c(c3)OCO4)c2N)cc1 | 3.4% |
| CCOc1ccc(N2CC(C)Cn3c2nc2c3c(=O)n(Cc3c(F)cccc3Cl)c(=O)n2C)cc1 (centres undefined) | 2.7% |
| CCOc1ccccc1NC(=O)c1ccc(F)c(S(=O)(=O)N2CCN(c3ccc(F)cc3)CC2)c1 | 0.0% |
| CC1CCCCN1CCCNC(=O)c1[nH]c2ccccc2c1Sc1ccc(Cl)cc1 (centres undefined) | -3.3% |
| CC(C)c1ccc(NC(=O)C2Cc3ccccc3N2C(=O)c2ccccc2)cc1 (centres undefined) | u |
| CCCCC(=O)Nc1nnc(S(=O)(=O)N(C)Cc2ccccc2)s1 | 1.4% |
| CCOc1ccc(CNS(=O)(=O)c2ccc(-c3cc(C(F)(F)F)on3)s2)cc1 | -0.5% |
| Cc1ccc(CNC(=O)CCN2C(=O)COc3ccc(C)cc32)cc1 | 1.9% |
| CN1C(=O)Cc2cc(S(=O)(=O)CCC(=O)Nc3ccc(OC(F)(F)F)cc3)ccc21 | 0.7% |
| CCOc1ccc(NC(=O)Cn2cc(C(=O)c3ccc(F)cc3)c(=O)c3cc4c(cc32)OCCO4)cc1 | -1.1% |
| CCc1nc2ccc(C(=O)NCCc3ccc(SC)cc3)cc2nc1CC | 3.4% |
| COc1cccc(-c2nc(SCc3cc(=O)c4ccc(C)c(C)c4[nH]3)n[nH]2)c1 | 8.6% |
| COc1ccc(-c2noc(-c3ccc(N4CCN(c5ccccc5OC)CC4)c([N+](=O)[O-])c3)n2)cc1 | -2.2% |
| CN(Cc1ccccc1)C(=O)C1CCN(Cc2cc3ccccc3n2Cc2ccccc2)CC1 | -1.3% |
| Cc1ccc(-c2cc(C(F)(F)F)n3nc(C(=O)Nc4ccc(Cl)c(C(F)(F)F)c4)cc3n2)cc1 | 9.4% |
| CCOc1ccccc1NC(=O)C1CCN(S(=O)(=O)Cc2ccccc2)CC1 | -2.2% |
| COc1ccc(NC(=O)CSC2=Nc3ccccc3C3=NC(Cc4ccccc4)C(=O)N23)cc1 (centres undefined) | -3.0% |
| Cc1ccc(Nc2ccc(N3CCN(C(=O)c4cccc([N+](=O)[O-])c4)CC3)nn2)cc1 | 1.6% |
| CCCCOc1ccccc1C1CC(=O)Nc2cc(C)c(C)cc21 (centres undefined) | 1.9% |
| CCN(CC)CCNC(=O)CN1C(=O)COc2ccc(S(=O)(=O)N3CCOCC3)cc21 | -1.1% |
| COc1cccc(N2CC(NC(=O)/C=C\c3ccc4c(c3)OCO4)CC2=O)c1 (centres undefined) | 2.7% |
| COc1ccc(NC(=O)CCNS(=O)(=O)c2cccc3nonc23)cc1 | 0.0% |
| Cc1ccc(CNC(=O)CN2C(=O)CSc3ccc(S(=O)(=O)N4CCCC4)cc32)cc1 | -1.8% |
| Cc1c(CNC2CCCCC2)c(C(=O)O)c(C)n1Cc1cccc(Cl)c1 | -4.7% |

Carrying on.
| smiles | Epigenetic reg |
| --- | --- |
| CCCCOC(=O)c1ccc(Nc2ncnc3c2cnn3-c2cccc(C)c2)cc1 | -1.0% |
| COc1ccc(N2CC(NC(=O)C3CC3)CC2=O)cc1 (centres undefined) | 3.8% |
| O=c1c2ccccc2nc(/C=C/c2cccc3ccccc23)n1-c1ccc(F)cc1F | 1.6% |
| COc1ccc(C(=O)Nc2ccc3nc(SCC(=O)N4CCOCC4)sc3c2)cc1 | 0.0% |
| Cc1ccc(-c2nnc(Nc3ccc(O)cc3)c3ccccc23)cc1S(=O)(=O)N1CCCCC1 | 0.3% |
| Cc1ccc(-n2nnc(-c3nc(-c4cccs4)no3)c2N)c(C)c1 | -6.3% |
